# FBW7 act = activators of human E3 ligase FBW7 | normalized activity (activation), % at 26.1 µM | AlphaScreen FBW7–phospho-cyclin E peptide binding, activator screen | AID 1259310 | actives 0.13% (n = 650,000) | Q969H0; in the data active = normalized activity above about 1.9%;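 note: purified mutant Fbw7 with reduced substrate affinity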
# TEAD-YAP inh = TEAD-YAP interaction inhibition; HEK-TIYL cells, TEAD-Gal4/YAP UAS-luciferase luminescence; AID 1259422; inhibition, % at 9.12 µM; actives 1.4% (n = 640,000); in the data active = inhibition above about 32%;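 note: 0% = median of test compound wells and 100% = reference inhibitor wells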
# GPR151 ag = activators of human GPR151; PathHunter beta-arrestin GPR151 cells, luminescence; activation, % at 11.2 µM; actives 1% (n = 650,000); AID 1508602; in the data active = activation above about 4.9%;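 note: 0% = median of compound wells and 100% = cells with positive control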
# Target sequence (Q8TDV0 whole entry, looked up): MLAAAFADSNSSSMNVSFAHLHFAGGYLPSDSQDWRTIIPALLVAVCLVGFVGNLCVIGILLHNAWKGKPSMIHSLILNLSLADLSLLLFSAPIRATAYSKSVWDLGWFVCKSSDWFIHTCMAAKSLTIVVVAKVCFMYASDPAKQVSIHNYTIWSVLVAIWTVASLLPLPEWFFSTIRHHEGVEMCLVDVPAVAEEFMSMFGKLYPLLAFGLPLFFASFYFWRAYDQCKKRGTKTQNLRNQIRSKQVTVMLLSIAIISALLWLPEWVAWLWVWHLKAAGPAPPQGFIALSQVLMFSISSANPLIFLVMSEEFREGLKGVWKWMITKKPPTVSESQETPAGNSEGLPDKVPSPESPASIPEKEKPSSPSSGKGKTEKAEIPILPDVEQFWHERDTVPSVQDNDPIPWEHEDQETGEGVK
# MITF inh = blocks human microphthalmia-associated transcription factor; AID 1259374; O75030; actives 0.91% (n = 650,000); AlphaScreen MITF homodimerization, bead proximity signal; inhibition, % at 2.6 µM; in the data active = inhibition above about 50%;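 note: 0% = vehicle wells with protein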
# Target sequence (O75030 whole entry, looked up): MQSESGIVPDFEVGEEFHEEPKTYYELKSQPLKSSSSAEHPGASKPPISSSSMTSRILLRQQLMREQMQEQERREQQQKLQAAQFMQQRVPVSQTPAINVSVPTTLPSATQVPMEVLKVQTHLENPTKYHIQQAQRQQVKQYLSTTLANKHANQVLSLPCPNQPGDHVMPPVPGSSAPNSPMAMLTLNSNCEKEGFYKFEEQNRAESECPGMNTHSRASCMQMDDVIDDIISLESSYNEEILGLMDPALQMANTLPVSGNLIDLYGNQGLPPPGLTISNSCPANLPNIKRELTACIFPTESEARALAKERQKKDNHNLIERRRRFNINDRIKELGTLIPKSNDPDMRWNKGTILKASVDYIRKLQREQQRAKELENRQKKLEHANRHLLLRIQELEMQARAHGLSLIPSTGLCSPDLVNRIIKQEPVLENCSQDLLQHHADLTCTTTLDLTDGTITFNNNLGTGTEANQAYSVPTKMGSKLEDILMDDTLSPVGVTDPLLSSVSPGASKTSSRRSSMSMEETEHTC
# * hit, by the source's call; & = joins results of further samples.
no.	SMILES	FBW7 act	TEAD-YAP inh	GPR151 ag	MITF inh
1	Cc1ccc2nc(Nc3ccc(F)cc3)c3nnnn3c2c1	0.5	3.4	0.3	3.0
2	COc1cc(OC)c(C2C(C(=O)OCCOc3ccccc3)=C(C)NC3=C2C(=O)CC(C)(C)C3)cc1OC (centres undefined)	-0.2	-11.3	-1.8	2.0
3	O=C1c2cccnc2C(=O)N1Cc1ccc(F)cc1S(=O)(=O)N1CCOCC1	0.0	-5.6	-1.3	25.1
4	COc1cc(NS(=O)(=O)c2ccc(NC(=O)Cc3nn(C)c(=O)c4ccccc34)cc2)nc(OC)n1	-0.1	3.0	-0.4	12.4
5	Cc1cccc(-n2c(C)nc3cc(C(=O)NC4CCCCC4C)ccc32)c1 (centres undefined)	0.1	-6.0	1.2	16.6
6	C/C(=N\Nc1ncc(Cl)cc1Cl)c1ccc(C#N)cc1	-0.2	-12.8	-0.9	-4.3
7	Cc1ccc(CCNC(=O)CN(C)S(=O)(=O)c2ccc3c(c2)CCC(=O)N3)cc1	0.1	4.1	0.6	17.9
8	COc1ccc(Nc2nc(N3CCN(C)CC3)nc3[nH]ncc23)cc1	0.1	1.6	-0.2	1.9
9	CCOCCCNCc1ccc(OC)c(OCC)c1	-0.1	9.5	0.2	30.0
10	Cc1cc(C)c(C)c(OCC(O)CN2CCCC(C)C2)c1 (centres undefined)	0.7	4.7	0.5	-5.2
11	CC(C)n1cnc2c(Nc3ccccc3)nc(Nc3ccncc3)nc21	0.0	-21.3	2.1	-9.2
12	CCOc1cc(C=C2C(=O)NC(=O)NC2=O)ccc1OCc1c(C)no[n+]1[O-]	-0.3	4.5	0.5	5.0
13	COc1ccc(-c2ccccc2)cc1NCc1ccccn1	-0.3	-11.8	-0.3	23.2
14	COc1ccc(C(=O)Nc2ccc3c(c2)C(=O)Nc2ccc(C)cc2O3)cc1	0.1	8.5	0.6	8.9
15	CCOC(=O)C1=C(N)N(c2ccc(C)cc2)C2=C(C(=O)CC(C)(C)C2)C1c1ccc(OC)cc1 (centres undefined)	0.2	12.8	2.1	8.5
16	C/C(CC(=O)Nc1ccc([N+](=O)[O-])cc1)=N\NC(N)=S	-0.3	2.5	-0.3	-6.3
17	COc1ccc(NC(=O)C2(N(Cc3ccco3)C(=O)Cn3nnnc3N)CCCCC2)cc1	-0.1	14.2	0.3	9.2
18	O=C(CCC1CCCC1)Nc1ccc(S(=O)(=O)N2CCCCC2c2cccnc2)cc1 (centres undefined)	0.3	-5.0	0.3	13.5
19	CC(C)n1c(-c2ccc(C(=O)NC3CC3)cc2)nc2c(NCCCN3CCCC3=O)ncnc21	0.2	-13.8	-0.7	10.7
20	C/C=C(\CC(NCCCCC(OC)OC)c1ccccc1)C[Si](C)(C)C (centres undefined)	0.1	-3.5	0.7	-7.0
21	COC(=O)c1ccc2c(c1)N(CC(N)=O)C(=O)CS2	0.3	1.4	1.6	-0.7
22	COc1ccc(C(Cc2cnccn2)Oc2nc(C)cc(C)n2)cc1 (centres undefined)	-0.1	-11.8	0.1	6.1
23	O=C(O)COc1ccc(Br)cc1/C=C1\SC(=Nc2ccccc2)N(c2ccccc2)C1=O	-0.1	0.4	0.5	-0.7
24	Cc1nc(N(C)c2ccc(C(C)C)cc2)c2c(C)c(C(=O)Nc3ccc4c(c3)OCCO4)sc2n1	-0.1	-1.7	-1.0	-7.5
25	CCOc1ccc(C2C(C(=O)OC)=C(C)N(C)C(C)=C2C(=O)OC)cc1OC	0.1	10.7	0.3	-0.4
26	CCC(C)C(=O)Nc1ccc(S(=O)(=O)N2CCCC2)cc1 (centres undefined)	-0.1	-10.5	-1.1	-2.7
27	O=C(OCC=C=CSc1ccc([N+](=O)[O-])cc1)c1ccco1	0.6	6.1	-0.9	15.3
28	OC1(c2cccs2)CN(c2ccc(Cl)cc2)C2=[N+]1CCCC2 (centres undefined)	0.0	3.9	-1.6	-2.9
29	CCOCCOC(=O)C1=C(C)NC2=C(C(=O)CC(c3ccccc3)C2)C1c1ccccc1OC (centres undefined)	0.1	6.3	1.5	-3.7
30	O=C(O)/C=C\C(=O)Nc1ccc(S(=O)(=O)N2CCOCC2)cc1	0.2	4.2	-1.2	-5.2
31	COCCNc1oc2c(c1-c1ccc(Cl)cc1)c(=O)n(C)c(=O)n2C	-0.4	-1.9	-0.2	-0.3
32	COc1ccc(-c2cncc(C(=O)NCCCN3CCCC3=O)c2)cc1	-0.1	-3.4	3.0	-6.3
33	Cc1ccc(OCC(O)CN2CCOCC2)cc1 (centres undefined)	0.3	7.9	0.2	2.6
34	CN(C)CCN1C(=O)c2oc3ccc(F)cc3c(=O)c2C1c1ccncc1 (centres undefined)	0.2	11.0	-1.7	18.0
35	CCNC(=S)N1CCN(c2cccc(C)c2C)CC1	0.2&0.2	5.5&7.3	-0.5&0.7	2.1&-3.2
36	O=C(CSc1nc2ccccc2n1CCOc1ccccc1)c1ccc(Br)cc1	0.0	-11.6	-1.3	-7.5
37	Cc1ccc(-n2nc3ccc(NC(=O)c4cccs4)cc3n2)cc1Cl	1.4	-9.1	1.4	17.8
38	CCCNC(=O)c1cc(-c2ccc(Cl)cc2)on1	0.0	-70.3	0.8	-22.7
39	COc1cc(C(C)=O)ccc1OC(=O)N1CCOCC1	0.1	3.8	1.0	0.7
40	CCN(c1cccc(C(F)(F)F)c1)S(=O)(=O)c1ccc2c(c1)CCN2C(=O)C1CC1	-0.1	2.3	-0.1	7.3
41	CC(C)(C)c1nnc(NC(=O)CN2C(=O)C3C4C=CC(C4)C3C2=O)s1 (centres undefined)	-0.2	3.8	0.3	67.6*
42	COc1ccc(NC(=O)CCCOc2ccc(C)cc2)c(OC)c1	0.2	-6.1	-1.0	-8.8
43	COc1ccc(-c2noc(CN(C)Cc3cnn(C)c3)n2)c(OC)c1OC	0.0	-7.2	0.4	-7.2
44	CC1CCC(NC(=O)C2CCCN2S(=O)(=O)c2cccc3nsnc23)CC1 (centres undefined)	-0.9	-19.5	4.1	-2.0
45	CCN(CC)S(=O)(=O)c1cc(C(=O)Nc2ccccc2OC)ccc1C	0.2	-21.7	-0.8	8.8
46	O=C(CCBr)NC(=O)OCC(F)(F)C(F)F	0.0	7.4	0.5	-1.9
47	Nc1nc(-c2cccs2)c(-c2cccs2)s1	-0.3	-10.5	1.5	-1.7
48	COCCN1CCC(CNc2nncc(-c3ccccc3C)n2)CC1	-0.3	1.4	2.8	0.1
49	CCOc1cc(CN2CCN(S(C)(=O)=O)CC2)ccc1OC	0.2	-14.9	-1.2	55.0*
50	O=C(Nc1cccc(-c2nc3cc(Cl)ccc3o2)c1)c1ccccc1Cl	0.0	7.1	0.9	13.8
51	CCC(=O)Nc1nnc(CSCc2ccccc2)s1	-0.3	-22.8	-0.9	1.3
52	Cc1nc2c(c(=O)[nH]1)CN(CC(=O)Nc1ccc(C)c(Cl)c1)CC2	0.1	2.8	-0.2	0.5
53	Brc1ccc(CSc2ccc(-n3ccnc3)nn2)cc1	0.2	10.8	-0.8	4.5
54	Cc1cc2c(cc1S(=O)(=O)N1CCN(c3cccc(C)c3C)CC1)OCC(=O)N2	0.2	-8.3	0.2	-2.9
55	COc1ccc(OC)c(C2C=C(c3cccc(Br)c3)Nc3nnnn32)c1 (centres undefined)	0.0	-0.9	-1.1	6.7
56	CCOc1ccccc1NC(=O)c1sc2ncn(CC(=O)Nc3ccc(C)c(Cl)c3)c(=O)c2c1C	0.0	-4.7	-0.4	-13.1
57	O=C(CSc1nnc2c(n1)[nH]c1ccc(F)cc12)NNC(=O)c1ccccc1	-0.1	-5.0	0.0	-9.6
58	CC(C)(C)NC(=O)CCN(NC(=O)/C=C/c1ccccc1)C1=NS(=O)(=O)c2ccccc21	-0.2	6.6	-0.3	13.2
59	Cc1sc(NC(=O)c2ccccc2)nc1-c1ccc(Br)cc1	0.0	-5.7	2.3	-1.5
60	CN1CCN(C(=O)c2ccc(-c3cccc(Cl)c3)nc2N(C)C)CC1	-0.1	-7.6	0.1	9.6

# Entries of single compounds, quoted from the list.
# Listed for `CCC(=O)Nc1nnc(CSCc2ccccc2)s1` → FBW7 act: -0.3; TEAD-YAP inh: -22.8; GPR151 ag: -0.9; MITF inh: 1.3
# Listed for `Cc1ccc(OCC(O)CN2CCOCC2)cc1` (centres undefined) → FBW7 act: 0.3; TEAD-YAP inh: 7.9; GPR151 ag: 0.2; MITF inh: 2.6

# Remaining list, next part.
no.	SMILES	FBW7 act	TEAD-YAP inh	GPR151 ag	MITF inh
61	Cc1ccc(Sc2c(C)nn(C(=O)c3ccco3)c2C)cc1	-0.1	-3.7	-0.2	-1.9
62	O=C(NCC1COc2ccccc2O1)c1cc(S(=O)(=O)N2CCc3ccccc32)ccc1Sc1cccc(Cl)c1 (centres undefined)	0.2	4.5	-1.3	-0.5
63	CC(NC(=O)c1cccs1)C(c1cccs1)N1CCN(C)CC1 (centres undefined)	0.7	-1.4	-1.3	-1.2
64	O=C1/C(=C\c2ccsc2)NC(=S)N1c1ccccc1	0.0	-6.0	2.8	1.0
65	COCCCN1CCc2nc(SCC(=O)Nc3ccc(C)c(Cl)c3)[nH]c(=O)c2C1	0.1	1.3	-0.5	1.2
66	C=C(C)CN1C(=O)NC(CC)(C2CCN(Cc3cccc(C)c3)CC2)C1=O (centres undefined)	-0.1	15.2	-0.9	-10.7
67	O=C(CNC(=O)c1ccccc1Cl)OCC(=O)c1ccc(Cl)s1	0.0	14.2	1.3	12.9
68	COc1ccc(NC(=O)CCc2c(C)nc3cc(-c4ccccc4)nn3c2C)c(OC)c1	0.2	12.1	-0.9	3.5
69	O=C(N/N=C/c1ccc(Cl)cc1)C(O)c1ccccc1 (centres undefined)	0.0	6.1	0.2	-5.5
70	CC1(C)C(=S)NC(c2ccccc2)N1O (centres undefined)	0.5	2.1	0.3	3.0
71	COc1ccc(-c2noc(N3CCCC(C(=O)Nc4cc(F)ccc4F)C3)n2)cc1 (centres undefined)	0.3	8.4	1.1	5.0
72	CCN(CC)S(=O)(=O)c1ccc(Cl)c(C(=O)Nc2nccs2)c1	0.1	17.2	-1.3	4.8
73	COc1ccc(NC(=O)COC(=O)CCCNC(N)=O)c(OC)c1	-0.1	-2.3	-1.0	1.2
74	CCOC(=O)c1sc(-c2ccccc2)cc1NC(=O)CN1C(=O)c2ccccc2C1=O	0.2	-4.5	4.6	18.3
75	CN(Cc1ccccc1)C(=O)c1cnc2scc(-c3ccc(Cl)s3)n2c1=O	0.4	7.0	-0.5	1.3
76	Nc1ccc2nc(SCC(=O)N3CCc4ccccc43)sc2c1	0.1	-7.3	-1.5	-2.3
77	CC(C)C[C@@H]1NC(=O)[C@@H]2C[C@H](NC(=O)Nc3ccccc3F)CN2C1=O	-0.1	-11.1	-1.5	-7.5
78	CN1CC(=O)N(c2ccc(Cl)c(Cl)c2)C1=S	0.1	2.4	1.6	0.0
79	COc1ccccc1OCC(=O)Nc1ncc(Cc2ccc(Br)cc2)s1	0.8	4.3	3.4	11.0
80	C=CCOC(=O)C1C(c2ccc(OCC)cc2)c2c([nH][nH]c2=O)CC1(C)O (centres undefined)	0.1	1.0	0.2	2.7
81	Cc1ccc(S(=O)(=O)Nc2ccc(O)c(C(C(=O)OC(C)C)C(=O)C(F)(F)F)c2)cc1 (centres undefined)	0.0	-9.5	1.1	8.7
82	COc1ccc(S(=O)(=O)NCCCCCC(=O)NCCCN2CCOCC2)cc1	0.1	-8.2	-1.0	19.6
83	CCOC(=O)N1CCN(c2cc(-c3ccccc3)nc(-c3cccnc3)n2)CC1	0.0	19.5	0.2	10.4
84	COc1cc(N/N=C(\C)c2ccc([N+](=O)[O-])cc2)ncn1	0.0	17.5	0.4	9.2
85	Cc1cc(NCc2ccncc2)n2ncnc2n1	-0.1	5.2	1.2	-4.3
86	C=C(C)Cn1c(SC)nc2sc3c(c2c1=O)CCCCC3	0.2	-8.3	2.5	8.8
87	O=C(CN(Cc1ccc(F)cc1)S(=O)(=O)c1ccc(Cl)cc1)N1CCCCC1	0.0	-8.8	-1.2	4.6
88	COc1ccccc1CN1CCN2C(=O)[C@@H](CO)NC(=O)[C@H]2C1	0.0	-5.9	-0.4	-8.3
89	Cc1ccc(C2C(C(=O)c3ccco3)=C(O)C(=O)N2c2cc(C)on2)cc1 (centres undefined)	-0.3	0.4	-1.4	1.2
90	CCOC(=O)c1cnc(SCC(=O)N2c3ccccc3SC3C=CC=CC32)nc1N (centres undefined)	0.0	0.6	-1.6	-8.6
91	CN1CCN(C(=O)c2ccc(-c3nc4ccc(C(=O)NC5CCN(Cc6ccccc6)CC5)cc4s3)cc2)CC1	0.1	-4.5	-0.2	1.9
92	CCCCNS(=O)(=O)c1ccc2c(c1)oc(=O)n2CC(=O)OCC	0.1	8.7	4.9	-5.1
93	CCc1ccc(C(=O)CSc2nc(-c3ccccc3)nc3c2CCCC3)cc1	0.3	3.8	0.1	13.4
94	COc1cccc2cc(C(=O)Nc3ccc(F)c(Cl)c3)c(=Nc3ccc(C(=O)O)cc3)oc12	0.7	6.2	0.4	10.6
95	Cc1nc(-c2c(C)oc3cc(O)cc(C)c3c2=O)cs1	0.1	-2.1	-0.4	-12.2
96	COc1cc(/C=C(\NC(C)=O)C(=O)NC2CCCCC2)ccc1OC(C)=O	0.0	6.7	0.6	-10.0
97	O=C(CSc1ccc2nnc(-c3ccncc3)n2n1)N1CCCc2ccccc21	-1.5	12.6	0.2	47.0
98	Cc1ccccc1NC(=O)COc1ccc(S(=O)(=O)NCCc2ccccc2)cc1	-0.1	7.1	0.5	5.2
